JMJD2A Tudor inh: JMJD2A Tudor domain (human) inhibition; O75164; 390,000 compounds, 4.4% hits; Potency, µM (doses to about 114 µM), inactives show at the top dose activity change, negative = inhibition, hits mostly inhibitors; AlphaScreen JMJD2A-Tudor / H3K4me3 peptide binding; AID 504339; note: potency is the fitted concentration of half-maximal effect; % is set by controls: 0 for no effect and ±100 for the full control effect; nearly all actives have a fitted effect of over 50% in size
RGS4 inh: blocks human RGS4-accelerated GTP hydrolysis | Potency, µM (titrated, usually from 114 µM), without a hit: at the top dose activity change, negative = inhibition, actives largely listed as inhibitors | Transcreener GDP fluorescence polarization, RGS4-accelerated GTP hydrolysis | 390,000 compounds, 0.039% hits; note: potency is the fitted concentration of half-maximal effect; % is set by controls: 0 for no effect and ±100 for the full control effect; nearly all actives have a fitted effect of over 75% in size; some results filed as inactive show a strong effect at the top dose
Target sequence (P49798 whole entry, looked up): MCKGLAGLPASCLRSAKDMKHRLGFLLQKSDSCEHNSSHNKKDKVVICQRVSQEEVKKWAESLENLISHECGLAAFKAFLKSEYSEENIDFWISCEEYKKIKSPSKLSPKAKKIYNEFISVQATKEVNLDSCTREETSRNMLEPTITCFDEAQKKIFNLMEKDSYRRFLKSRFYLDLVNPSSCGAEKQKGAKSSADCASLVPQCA
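MLSMR compounds (23 nl, pin-transferred) preincubated 10 min at room temperature with a 500nM (2x) first reagent, then RGS4 at 900nM (2x) plus Transcreener GDP mix added; fluorescence polarization (620/688 nm) read before and after 90 min at 30 °C.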
ALOX12 inh: blocks human arachidonate 12S-lipoxygenase; P18054; purified 12hLO, xylenol orange hydroperoxide absorbance; Potency, µM (highest dose often 108 µM), inactives show top-dose activity change, negative = inhibition, usual class: inhibitors; 580,000 compounds, 1.1% hits; note: potency is the fitted concentration of half-maximal effect; % is set by controls: 0 for no effect and ±100 for the full control effect
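Hydroperoxide product was detected by ferrous iron/xylenol orange as the 573 to 405 nm absorbance ratio. Arachidonic acid at 40 uM (final) was turned over for 30 min at room temperature by 150 nM human 12hLO, pH 7.0 Hepes buffer, after 15 min compound preincubation.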
BAZ2B block: blocks human BAZ2B. Q9UIF8. AlphaScreen BAZ2B-H3K14Ac peptide displacement. Potency, µM (doses to about 114 µM), for the others: at the top dose activity change, negative = inhibition, hits mostly inhibitors. 360,000 compounds, 4.4% hits; note: potency is the fitted concentration of half-maximal effect; % is set by controls: 0 for no effect and ±100 for the full control effect; nearly all actives have a fitted effect of over 60% in size
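BAZ2B 50 nM plus b-H3(5-23)K14Ac 50 nM, PBS pH 7.4/0.01% Tween-20, 30 min RT; compound added (max 110 uM), 30 min RT; streptavidin donor/Ni-chelate acceptor beads 10 ug/mL final, 20 min dark; AlphaScreen read.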
ERG-DNA inh: ERG Ets/DNA interaction inhibition. Potency, µM (series often up to 76.9 µM), inactives show at the highest dose FP activity, negative = inhibition, actives largely listed as inhibitors. P11308. fluorescence polarization, His-ERG Ets domain / labelled DNA. 370,000 compounds, 0.028% hits; active = well fitted inhibition curve with a large enough effect in the polarisation, with a control signal flat; inconclusive = small, poorly fitted or top-dose-only effect, or effect the other way, or a change in a side signal; inactive = no such curve, though single readings can be large or run the other way; the % refers to the polarisation;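 note: polarization taken with two DNA probes labelled with fluorescein and Texas red; potency is the fitted concentration of half-maximal effect; % of control where 0% means no effect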
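His-tagged ERG Ets domain (1 uM in the protein solution; 300mM KCl, 50mM Tris-HCl, 1mM EDTA, 1mM DTT, pH 7.5) received compound, then a probe mix of 5 nM fluorescein-DNA and 100nM Texas-615-DNA. Fluorescence polarization was read for both dyes.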
HP1b binding inh: HP1-beta chromodomain-methylated histone interaction inhibition | P83916 | AlphaScreen HP1-beta / biotin-H3K9me3 peptide binding | Potency, µM (top dose mostly 114 µM), inactives show at the highest dose activity change, negative = inhibition, actives largely listed as inhibitors | 390,000 compounds, 0.56% hits | AID 540317; note: potency is the fitted concentration of half-maximal effect; nearly all actives have a fitted effect of over 70% in size; inactives centre near 23
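HP1-beta protein (50 nM final) preincubated 30 min at room temperature with biotinylated H3(1-18)K9me3 peptide (50 nM) in PBS pH 7.4, 0.01% Tween-20, then compound added for 30 min. AlphaScreen streptavidin donor/nickel chelate acceptor beads (10 ug/mL final), 30 min dark, luminescence read.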
G9a inh: blocks human histone lysine methyltransferase G9a. Q96KQ7. Potency, µM (titrated, usually from 102 µM), for the others: at the top dose activity, negative = inhibition, usual class: inhibitors. 350,000 compounds, 8.8% hits. G9a H3K9 monomethylation, AlphaScreen, 2 h; note: potency is the fitted concentration of half-maximal effect; % is set by controls: 0 for no effect and ±100 for the full control effect; nearly all actives have a fitted effect of over 75% in size
Target sequence (Q96KQ7 913-1193 limits assumed): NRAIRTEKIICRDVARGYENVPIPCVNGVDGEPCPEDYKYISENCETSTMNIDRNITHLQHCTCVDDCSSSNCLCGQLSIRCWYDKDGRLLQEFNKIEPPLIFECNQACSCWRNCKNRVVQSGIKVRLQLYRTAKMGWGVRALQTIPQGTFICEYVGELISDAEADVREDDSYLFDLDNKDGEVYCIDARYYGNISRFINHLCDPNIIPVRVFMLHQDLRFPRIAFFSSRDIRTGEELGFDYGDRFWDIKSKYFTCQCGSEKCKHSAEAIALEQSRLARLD
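Enzyme 20 nM + cpd, 15 min RT; add b-H3K9 pep 500 nM / SAM 20 uM; 2 h RT; anti-H3K9me1 Ab 0.5 ug/mL + SA donor / anti-rabbit acceptor beads 20 ug/mL each, 10 min; AlphaScreen read.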
GLS inhibitor: glutaminase GLS (human) inhibition | O94925 | GLS enzymatic activity, qHTS titration | Potency, µM (series often up to 45.5 µM), inactives show top-dose activity change, negative = inhibition, hits mostly inhibitors | 410,000 compounds, 0.21% hits | AID 624170; note: potency is the fitted concentration of half-maximal effect; % is set by controls: 0 for no effect and ±100 for the full control effect
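hKGA; 45 mM KH2PO4 pH 8.2 + 0.02% Tween-20; cpd via pin tool; 1 mM Gln soln; GluOx/HRP/Amplex Red; RT 30 min; fluor. t0 & final.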
PI4K2A block: inhibitors of human PI4K2A; Q9BTU6; purified PI4K2A, ADP-Glo luminescence, 1 h; hits give low values; activity change, negative = inhibition, % at 76.9 µM; 420,000 compounds, 0.13% hits; AID 1346378; in the data active = activity change below about -50%; inconclusive = mostly about -30% to -49%;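 note: -100% = wells without enzyme as full effect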
Target sequence (Q9BTU6 whole entry, looked up): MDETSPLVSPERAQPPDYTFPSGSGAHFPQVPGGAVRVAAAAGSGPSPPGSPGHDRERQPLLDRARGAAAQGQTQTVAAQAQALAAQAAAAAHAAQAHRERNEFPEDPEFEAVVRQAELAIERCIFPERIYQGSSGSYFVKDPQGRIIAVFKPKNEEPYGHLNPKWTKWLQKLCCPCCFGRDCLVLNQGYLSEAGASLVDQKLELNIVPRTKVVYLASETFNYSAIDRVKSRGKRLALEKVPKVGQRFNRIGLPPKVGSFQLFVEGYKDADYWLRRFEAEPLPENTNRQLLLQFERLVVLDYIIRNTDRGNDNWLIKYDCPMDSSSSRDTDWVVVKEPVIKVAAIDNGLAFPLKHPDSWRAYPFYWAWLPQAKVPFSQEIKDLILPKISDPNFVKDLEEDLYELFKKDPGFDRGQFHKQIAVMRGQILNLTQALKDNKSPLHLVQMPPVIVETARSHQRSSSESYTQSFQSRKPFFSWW
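PI4K2A activity was measured by ADP-Glo luminescence: enzyme (4 ug/mL stock) and phosphatidylinositol (1.2 mM stock) in Tris pH 7.5/MgCl2/EGTA/Triton X-100 buffer were reacted with ATP (300 microM stock) for one hour at ambient temperature.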
Active calls of the source: *; ? = inconclusive; . = not tested or not shown; [ ] = remark or other dose. Unless noted, calls come from the whole dose curve; as a rule, active = well fitted curve in the direction sought with a large enough effect; inconclusive = small, poorly fitted or top-dose-only effect, or another doubt; inactive = no such curve, though single readings can be large; an effect the other way counts as inactive or inconclusive.

SMILES | JMJD2A Tudor inh | RGS4 inh | ALOX12 inh | BAZ2B block | ERG-DNA inh | HP1b binding inh | G9a inh | GLS inhibitor | PI4K2A block
CC(=O)Nc1cccc(-c2cnc3ccccc3n2)c1 | -7.3% | -30.3% | 0.0% | -24.7% | -10.8% | 16.0% | ? | -2.9% | 0.3
CS(=O)(=O)c1ccc2nc(NC(=O)C3COc4ccccc4O3)sc2c1 (stereo unspecified) | -6.7% | 18.9% | -13.4% | 9.0% | -0.8% | 55.8%[activator] | ? | 1.4% | 0.4
Cc1ccc(-c2nn(-c3cccc([N+](=O)[O-])c3)c3c2cnc2ccc(F)cc23)cc1 | -25.5% | 3.0% | -17.5% | -4.4% | -0.3% | 35.2% | 0.3%[59 µM] | -2.1% | 1.0
COc1ccc(-n2ccnc2SCC(=O)NC2CCCC2)c(OC)c1 | -4.4% | 0.3% | 3.4% | -12.3% | 2.4% | 26.7% | -5.2% | 3.0% | -3.9
COc1cccc(NC(=O)CN(C)C(=O)c2ccccc2Sc2ccccc2C#N)c1 | -21.5% | -25.1% | 405.8%[activator] | -8.3% | 15.7% | 55.3%[activator] | 0.2%[12.7 µM] | -0.1% | -0.6
Cc1ccc2[nH]c(=O)c(C(c3nnnn3C(C)(C)C)N(Cc3ccco3)CC3CCCO3)cc2c1 (stereo unspecified) | -25.8% | -12.5% | 25.2% | 10.7% | 13.5% | 13.9% | -35.7% | -0.6% | 7.3
O=C(/C=C/Nc1ccc(OC(F)(F)F)cc1)C(F)(F)F | -0.8% | -17.5% | 27.5% | 12.7% | -1.7% | 28.9% | -12.5% | 4.0% | -9.3
COc1cc(OC)c(NC(=O)c2ccccc2F)cc1Cl | 1.1% | -13.5% | -8.1% | -2.9% | 3.3% | 41.6%[activator] | -2.3% | -4.4% | -2.5
O=C(NC1CCN(S(=O)(=O)c2ccc(F)cc2)CC1)c1cccc(F)c1 | -14.5% | -27.8% | 9.6% | 1.0% | -0.6% | 25.4% | 17.6% | 0.7% | 3.0
COc1ccc(OC)c(-n2nnnc2SCC(=O)N2CCN(C(=O)c3ccco3)CC2)c1 | 20µM* | ? | 1.5% | -19.1% | -1.5% | -21.9% | ? | -12.0% | -6.8
CCc1ccc(NC(=O)c2cnn3c(C(F)F)cc(C)nc23)cc1 | -10.4% | -10.2% | 3.1% | -13.0% | 1.7% | 17.3% | 33.3% | 0.0% | -0.2
CCCSc1nc(C)cc(=O)[nH]1 | -1.6% | 9.1% | 0.0%[57.4 µM] | 3.9% | 2.3% | 27.6% | -4.7%[59 µM] | -0.5% | 8.8
COc1cccc(CNCCc2c[nH]c3ccccc23)c1OCc1ccccc1F | ? | 5.2% | ? | ? | . | ? | 44.7µM* | 24.0% | -0.1
Cc1ccc(C)c(OCCC(=O)N(C)CC(=O)Nc2c(C)cccc2C)c1 | 2.9% | -3.1% | ? | 9.7% | 2.5% | 32.2%[activator] | -7.3%[2.33 µM] | -4.8% | 3.9
CCOC(=O)N1CCN(C(=O)C2CCN(Cc3ccc(OC)cc3OC)CC2)CC1 | 1µM* | 3.9% | ? | ? | 0.2% | ? | 7.94µM* | 5.4% | 1.4
O=C(COC(=O)c1ccc(Cl)nc1)Nc1ccc(Cl)cc1 | -10.5% | 2.1% | ? | -0.5% | 4.7% | 28.4% | -39.2% | -0.7% | -0.7
O=C(Nc1n[nH]c(C(F)(F)F)n1)c1cccs1 | -0.7% | -14.3% | -6.8% | -9.6% | 2.5% | 23.3% | 0.2% | 0.0% | -4.0
O=C(CO/N=C/c1ccc(OC(F)F)cc1)NC1CCCC1 | 3.5% | -1.2% | -10.1% | -14.8% | 3.9% | 40.5%[activator] | 4.9% | 8.8% | -1.7
CCCc1nnc(NC(=O)CCC(=O)NCCc2ccc(OC)c(OC)c2)s1 | -12.5% | -3.7% | 2.3% | -3.0% | 7.9% | 32.3% | 24.0%[59 µM] | 1.5% | 2.5
CCOc1cc(/C=N/NC(=O)CNc2ccc(C)cc2)ccc1OC(=O)c1ccccc1 | -29.8% | -14.9% | -1.2% | -8.7% | . | 40.3% | -11.3%[59 µM] | -0.4% | -0.5
COc1cc(OC)cc(C(=O)N2CCC(C(=O)c3ccc(F)cc3)CC2)c1 | -17.0% | 2.3% | 9.0% | 7.0% | -3.6% | 5.3% | 61.1%[activator] | 0.3% | 6.0
Nc1c(Cl)cc(-c2csc(NCCc3nc4cc(Cl)c(Cl)cc4n3CCCO)n2)cc1Cl | -28.9% | -22.8% | 4.8% | -32.2% | 0.6% | 8.4% | -5.6% | 4.8% | -4.5
O=C(COc1ccc(Cl)cc1)NCc1nnc(SCC(=O)NC2CCCC2)o1 | -5.5% | -6.1% | 30.7% | ? | 2.2% | 27.6% | 4.0%[59 µM] | -14.3% | -5.0
COc1cccc(-c2ccc3ncnc(NCc4cccnc4)c3c2)c1 | -24.5% | -16.0% | ? | ? | . | 15.2% | -22.3%[12.7 µM] | -3.7% | 4.0
COc1ccc(S(=O)(=O)N2CCN(CC(=O)c3ccc(O)c(O)c3)CC2)cc1 | ? | -23.7% | ? | -37.8% | 2.3% | 16.2% | 28.2µM* | 5.1% | -4.5
COc1ccc(NC2=CC(=O)CC(C)(C)C2)cc1 | 0.3% | -39.0% | 16.4% | 3.4% | 0.9% | 68.8%[activator] | -8.9% | 7.0% | -0.4
CCC(=O)Nc1ccc(/C(C)=N\NS(=O)(=O)c2ccc(C)cc2)cc1 | 0.0% | 48.0% | 0.0% | -3.5%[57.1 µM] | 10.7% | 29.0% | ? | 26.1% | 6.2
CCN(CC)S(=O)(=O)c1ccc(NC(=S)Nc2ccccc2)cc1 | -5.4% | -10.7% | 0.0% | -11.1% | -0.3% | 34.2% | 26.5%[0.501 µM] | 0.6% | -1.8
Cn1nnnc1SCCNCc1ccccc1OCc1ccc(Cl)cc1Cl | -16.0% | -25.2% | -23.7% | -12.8% | 0.8% | 23.1% | -34.1%[59 µM] | -2.2% | -9.5
O=C(c1ccco1)N(Cc1cccnc1)c1nc2ccc(F)cc2s1 | -15.3% | -8.4% | -17.5% | -15.9% | -2.6% | 15.8% | -3.0%[59 µM] | -8.1% | 4.9
O=C(Nc1nccs1)c1ccc(S(=O)(=O)c2ccccc2)cc1 | -7.3% | -28.7% | 20.2% | 8.8% | 1.3% | 21.6% | 9.2%[59 µM] | 13.9% | 4.4
COc1ccc(OC)c(NC(=O)c2ccccc2SC)c1 | -9.4% | 4.7% | 11.0% | -17.8% | 0.2% | 12.6% | -26.9% | -0.4% | -3.0
O=C(CSc1oc(-c2ccco2)nc1S(=O)(=O)c1ccccc1)c1ccc(Cl)cc1 | -21.2% | 6.2% | ? | -11.8% | -11.3% | 12.9% | -33.3%[59 µM] | 0.1% | 2.8
Cc1cc(C)c2c(N=NN(C)C)[nH]nc2n1 | -6.4% | ? | ? | 5.4% | 1.5% | 31.1% | 44.7µM* | 26.8% | 0.1
O=c1c(-c2cnn(-c3ccccc3)c2)coc2cc(O)ccc12 | -5.2% | -29.1% | . | -15.0% | 3.4% | 44.9%[activator] | -15.0% | 0.0% | -7.0
O=C(c1ccc(C#CC2(O)CCCCC2)cc1)N1CCN(Cc2ccccc2)CC1 | -22.9% | 21.4% | 0.0% | -5.1% | -4.0% | 8.0% | -2.3% | 0.3% | -1.8
C/C(=N\NC(=O)c1c(Br)c(C)nn1C)c1cccc(NC(=O)c2ccccc2C)c1 | -15.7% | 8.9% | 12.5% | -1.5% | . | 8.4% | 4.7%[59 µM] | 8.5% | 0.2
Cc1cc(C)nc(NC(N)=NC2CCCCC2)n1 | -2.1% | 3.2% | -22.4% | -0.2% | . | 18.3% | 23.1%[59 µM] | 4.9% | 1.2
CN(C(=O)c1cccc(NC(=O)Cc2cccc(NC(=O)C3CCN(C(=O)c4ccccc4)CC3)c2)c1)C1CC1 | -6.2% | 17.8% | -23.7% | . | 14.6% | 36.9% | . | -6.9% | -0.2
O=C(c1cc(-c2cccc(Cl)c2)nc2ccccc12)N1CCN(c2ccccn2)CC1 | -34.0% | 2.9% | 0.0% | -14.8% | 8.7% | -3.2% | 8.9% | 0.0% | 6.0
CCOc1ccc(NC(=O)CN2CCN(Cc3c(F)cccc3F)CC2)cc1 | -15.4% | -11.7% | ? | -1.8% | -0.5% | 12.0% | 28.6% | 0.6% | 1.1
Cc1ccc(C(C)n2cc(C(=O)NCc3cccnc3)nn2)cc1 (stereo unspecified) | -18.8% | 43.0% | -6.5% | ? | 0.4% | 33.4% | 22.5% | 7.6% | -3.4
O=C(COc1ccccc1F)NCC(c1ccc(F)cc1)N1CCOCC1 (stereo unspecified) | -1.4% | -6.3% | -0.7% | 2.8% | -7.4% | 55.5%[activator] | ? | -5.3% | 3.5
S=c1[nH]c(-c2ccccc2)cn1/N=C/c1ccncc1 | 0.708µM* | -42.2% | ? | -21.6% | 2.0% | -23.9%[57 µM] | 1.58µM* | 10µM* | -2.0

Source: PubChem (National Center for Advancing Translational Sciences (NCATS))

Some of the compounds tested; rates above refer to the full screens.
